Assay outcomes: PubChem, several laboratories
NS5 inhibitors = Dengue-2 NS5 methyltransferase inhibitors, primary screen, biochemical, confirmation dose response (AID 588689); Dengue-2 NS5 methyltransferase capping enzyme assay, biochemical; higher % means a stronger effect; 340,000 compounds, 0.3% hits; inhibition, % at 25 µM, or IC50 in µM where a hit was titrated; in the data active = a potency from the dose series; inconclusive = inhibition above about 29% without an active follow-up result
Large T inhibition = TAg ATPase/helicase activity blockers – biochemical (AID 1903). one-dose inhibition, % at 20 µM; IC50 in µM for titrated hits. SV40 large T antigen ATPase/helicase inhibition assay; higher % means a stronger effect. 310,000 compounds, 0.39% hits; in the data active = a potency from the dose series; inconclusive = inhibition mostly from about 32% at the one dose, without a potency; inactive = the rest, 99 in 100 with inhibition below about 32%; note: strong numbers were not always called active
RSV antiviral HEp-2 = RSV antiviral activity via CPE protection, HEp-2 cells, primary 10 µM value included (AID 2391) | 310,000 compounds, 0.13% hits | one-dose CPE inhibition, % at 10 µM; IC50 in µM for titrated hits | HEp-2 cells, RSV-induced CPE inhibition; higher % means a stronger effect; in the data active = a potency from the dose series; inconclusive = CPE inhibition mostly from about 23% at the one dose, without a potency; inactive = the rest, 99 in 100 with CPE inhibition below about 21%; note: strong numbers were not always called active
HIV peptide binding = inhibitors of HIV fusion peptide binding, primary screen, biochemical, uHTS, fluorescence dequenching (AID 1986). 290,000 compounds, 0.3% hits. cell-free peptide binding, fluorescence dequenching, 30 min; higher % means a stronger effect. inhibition, % at 20 µM; hits with a dose series show IC50 in µM; in the data active = inhibition mostly above about 52%, no sharp cut-off; inactive = mostly below about 76%; note: some results filed as inactive read as strong as hits
PhoP inhibition = inhibitors of PhoP regulon expression, primary screen, Salmonella Typhimurium, GFP reporter (AID 1863) | S. Typhimurium PhoP-regulated promoter GFP reporter, 4 h; higher % means a stronger effect | one-dose inhibition, % at 50 µM; IC50 in µM for titrated hits | 300,000 compounds, 0.16% hits;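 active = inhibition over 29.93%, a cutoff 3 SD above the screen mean, later confirmed by dose response; inconclusive = inhibition over 29.93% but no dose response follow-up; inactive = inhibition at most 29.93% or unconfirmed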;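 note: 0% = low Mg2+ inducing control and 100% = high Mg2+ repressing control; strong numbers were not always called active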
GPR35 arrestin U2OS = inhibition of zaprinast-stimulated GPR35 beta-arrestin translocation – imaging, U2OS, beta-arrestin-GFP, zaprinast agonist, primary screen (AID 2058) | U2OS GPR35 beta-arrestin-GFP translocation imaging, zaprinast antagonism; higher % means a stronger effect | one-dose inhibition, % at 10 µM; IC50 in µM for titrated hits | 290,000 compounds, 0.052% hits;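 active = inhibition of at least 50% with at least 30 cells and total cytoplasm GFP at most 10,000,000; inconclusive = under 30 cells or total GFP of 10,000,000 plus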
MgcRacGAP inhibition = MgcRacGAP GTPase-activating activity inhibitors, confirmation, biochemical, ADP Hunter fluorescence. MgcRacGAP-stimulated Rac1 GTP hydrolysis, ADP Hunter fluorescence; higher % means a stronger effect; GST-tagged Rac1 F28L mutant substrate. inhibition, % at 30 µM, or IC50 in µM where a hit was titrated. 340,000 compounds, 0.6% hits;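 active = first-screen hits whose inhibition reached a set limit at any dose in the follow-up dose series; inconclusive = inhibition above the set first-screen limit but never retested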;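 note: fluorescence reports GDP produced by GAP-driven GTP hydrolysis; strong numbers were not always called active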
GPR55 antagonists = inhibition of LPI-stimulated GPR55 beta-arrestin translocation – imaging, U2OS, beta-arrestin-GFP, LPI agonist, primary screen (AID 2013); U2OS GPR55 beta-arrestin-GFP translocation imaging, LPI antagonism; higher % means a stronger effect; one-dose inhibition, % at 10 µM; IC50 in µM for titrated hits; 290,000 compounds, 0.13% hits;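 active = spots per cell inhibited over 60%, with over 100 cells counted and total cytoplasm intensity under 500,000; inconclusive = wells with under 100 cells, flagged as likely toxic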;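 note: U2OS cells stably carrying GPR55 and arrestin-GFP stimulated by 5 µM LPI near EC80; imaged beta-arrestin-GFP aggregate spots per cell after agonist stimulation; plate controls were LPI-stimulated DMSO wells for no effect and DMSO wells without LPI for full effect; some results filed as inactive read as strong as hits; confirmed hits need IC50 under 10 µM and bright autofluorescent wells are also inconclusive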
K1F lysis inhibition = inhibition of K1F phage lysis, E. coli UTI89, bacterial capsule biogenesis inhibitors, alamar blue (AID 488966) | 340,000 compounds, 0.02% hits | inhibition, % at 100 µM, or IC50 in µM where a hit was titrated | E. coli UTI89 K1F phage lysis, alamar blue, 2 h; higher % means a stronger effect;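 active = phage lysis inhibition, versus mean bacterial control, above a set limit; inconclusive = no clear call, values can overlap the other calls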;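 note: capsule biogenesis inhibitors block K1F phage lysis so surviving cells raise fluorescence; higher fluorescence means more inhibition of phage lysis; actives were called in the ten point dose series up to 300 µM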
NS5 inhibitors pilot replicate = recorded beside NS5 inhibitors, whose call it bears; inhibition, %; measured here: pilot screen replicate inhibition
Starred values were filed as active, the others as inactive; ? = inconclusive; nt = not tested or not shown; [ ] = dose if it differs, or a comment.

SMILES	NS5 inhibitors	Large T inhibition	RSV antiviral HEp-2	HIV peptide binding	PhoP inhibition	GPR35 arrestin U2OS	MgcRacGAP inhibition	GPR55 antagonists	K1F lysis inhibition	others
COc1ccc(Cn2c(=O)sc3ccccc32)cc1OC	-4%	3%	2.5%	0.8%	-5%	5%	10%	-7%	0.4%	NS5 inhibitors pilot replicate=-6.8
O=C(NCc1ccc(Cl)cc1)c1ccc(N2CCCC2=O)cc1	-2%	1%	2.2%	-0.6%	-6%	-2%	4%	6%	0.3%
CC(=O)c1cccc(NC(=O)COC(=O)COc2ccccc2C)c1	-5%	3%	1.6%	0.2%	0%	-8%	9%	-8%	0.3%
COc1ccc(CCC(C)Nc2ccc(F)cc2)cc1 (configuration not stated)	-3%	9%	1.9%	-1.5%	8%	8%	8%	-5%	-0.2%
O=C(CCNS(=O)(=O)c1ccc2[nH]c(=O)oc2c1)Nc1ccccc1	2%	17%	-0.1%	-1.8%	14%	1%	-24%	0%	0.3%
COc1ccccc1OCC(=O)N/N=C1/SCC(=O)N1Cc1ccccc1	-6%	7%	-0.2%	-0.8%	0%	15%	8%	nt	0.5%	NS5 inhibitors pilot replicate=4.9
CCNc1nc2c(c(=O)n(C)c(=O)n2C)n1CCCc1ccccc1	0%	14%	2.7%	0.6%	3%	-12%	16%	20%	-1.1%
S=c1[nH]nc(Cc2noc3ccccc23)n1-c1ccccc1	-6%	10%	-0.9%	-1.9%	-8%	14%	1%	-4%	0.2%
CCOC(=O)c1ccc(NC(=O)CC2Sc3ncnn3C2=O)cc1 (configuration not stated)	-26%	26%	1.2%	2.3%	-3%	-4%	4%	0%	-1.0%
CCOc1ccc(NC2c3ccccc3C(=O)N2c2ccc(Cl)cn2)cc1 (configuration not stated)	1%	4%	0.9%	-1.8%	-9%	4%	15%	9%	1.1%
Cc1ccnc(NS(=O)(=O)c2ccc(NC(=O)c3ccccc3F)cc2)n1	0%	16%	0.6%	0.8%	-6%	-6%	9%	1%	1.4%
O=C(/C=C/c1ccccc1[N+](=O)[O-])c1ccccc1Br	-5%	9%	-3.7%	-1.0%	0%	-2%	12%	24%	-0.6%
CC(C)OC(=O)c1cn(-c2ccccc2)nc1-c1ccco1	-9%	-1%	6.8%	18%	-2%	-18%	17%	21%	2.2%
CCC(C)(C)NC(=O)C(C(C)C)N(CC1CCCO1)C(=O)CNS(=O)(=O)c1ccccc1 (configuration not stated)	-10%	8%	0.1%	-0.8%	6%	3%	5%	4%	0.0%
CCC1CCCCN1S(=O)(=O)c1ccc(C(=O)Nc2nnc(-c3cccs3)o2)cc1 (configuration not stated)	27%	0%	6.0%	24%	-8%	12%	7%	2%	0.5%

Already shown: 6 of the compounds above.
SMILES	NS5 inhibitors	Large T inhibition	RSV antiviral HEp-2	HIV peptide binding	PhoP inhibition	GPR35 arrestin U2OS	MgcRacGAP inhibition	GPR55 antagonists	K1F lysis inhibition	others
COc1ccc(Cn2c(=O)sc3ccccc32)cc1OC	-4%	3%	2.5%	0.8%	-5%	5%	10%	-7%	0.4%	NS5 inhibitors pilot replicate=-6.8
O=C(NCc1ccc(Cl)cc1)c1ccc(N2CCCC2=O)cc1	-2%	1%	2.2%	-0.6%	-6%	-2%	4%	6%	0.3%
CC(=O)c1cccc(NC(=O)COC(=O)COc2ccccc2C)c1	-5%	3%	1.6%	0.2%	0%	-8%	9%	-8%	0.3%
COc1ccc(CCC(C)Nc2ccc(F)cc2)cc1 (configuration not stated)	-3%	9%	1.9%	-1.5%	8%	8%	8%	-5%	-0.2%
O=C(CCNS(=O)(=O)c1ccc2[nH]c(=O)oc2c1)Nc1ccccc1	2%	17%	-0.1%	-1.8%	14%	1%	-24%	0%	0.3%
COc1ccccc1OCC(=O)N/N=C1/SCC(=O)N1Cc1ccccc1	-6%	7%	-0.2%	-0.8%	0%	15%	8%	nt	0.5%	NS5 inhibitors pilot replicate=4.9

Later entries.
SMILES	NS5 inhibitors	Large T inhibition	RSV antiviral HEp-2	HIV peptide binding	PhoP inhibition	GPR35 arrestin U2OS	MgcRacGAP inhibition	GPR55 antagonists	K1F lysis inhibition	others
COc1ccc(C(=O)OCC(=O)c2ccc(C3CCCCC3)cc2)cc1	-6%	1%	4.7%	-0.8%	-16%	30%	14%	-1%	-0.4%
CC(C)NC(=O)COC(=O)Cn1[nH]c(=O)c2ccccc2c1=O	-10%	4%	1.5%	0.7%	1%	2%	2%	7%	-0.1%
CCOc1ccc(S(=O)(=O)N2CCCC(C(=O)NCc3ccccc3)C2)cc1 (configuration not stated)	5%	4%	1.4%	0.1%	-2%	5%	10%	13%	0.1%
O=C(Nc1ccc(O)cc1)N1CCOCC1	-2%	?	-1.7%	-0.2%	-5%	-7%	?	8%	-2.2%
O=C(NC(Cc1ccccc1)C(=O)O)/C(=C/c1ccc(F)cc1)NC(=O)c1ccccc1 (configuration not stated)	-10%	0%	1.2%	3.5%	8%	7%	10%	1%	0.2%
CCOc1cccc(C(=O)NC(=S)Nc2ccc(N3CCN(CC)CC3)cc2)c1	-15%	8%	-1.9%	0.7%	8%	2%	3%	8%	1.2%
C=CCc1cc(C=O)cc(OC)c1OCc1ccc(Cl)cc1	4%	3%	21%	8.5%	5%	19%	0%	15%	-0.3%
COc1cc(C(=O)OCC(=O)NC2CCCCC2)cc2c1OCCO2	-3%	nt	0.7%	nt	nt	nt	-2%	nt	0.6%[50 µM]
CC12CCC(=O)N1C(C(=O)NNC(=O)c1ccc(Cl)cc1)CS2 (configuration not stated)	-5%	nt	-0.1%	nt	nt	nt	1%	nt	1.2%
CCCCCCCN1C2=NCCN2c2ccccc21	-4%	12%	2.5%	-1.2%	-6%	-4%	-1%	16%	0.2%
Cc1cc(N2CCN(C)CC2)nc2ccc(NC(=S)N3CCN(c4ccc(Cl)cc4)CC3)cc12	-5%	9%	-2.7%	-2.5%	4%	-8%	26%	10%	0.2%
Cc1cccc2c3c([nH]c12)CCNC3	-1%	-2%	-0.3%	-2.1%	-1%	9%	13%	-9%	0.0%
COc1ccc(Cn2c(CCC(=O)N3CCN(c4ccccn4)CC3)nc3ncccc3c2=O)cc1	-7%	0%	nt	0.0%	1%	12%	14%	-9%	0.1%
CCOC(=O)c1c(-c2ccccc2)csc1NC(=O)c1cc2ccccc2oc1=O	-3%	-3%	1.6%	1.9%	8%	-20%	6%	8%	0.2%
CN1CCSc2ccc(C(=O)Nc3cc(F)ccc3F)cc21	-11%	25%	1.8%	-0.6%	0%	-4%	13%	-1%	0.1%

Structures above that have a thiophene ring, fused or not:
SMILES	NS5 inhibitors	Large T inhibition	RSV antiviral HEp-2	HIV peptide binding	PhoP inhibition	GPR35 arrestin U2OS	MgcRacGAP inhibition	GPR55 antagonists	K1F lysis inhibition	others
CCC1CCCCN1S(=O)(=O)c1ccc(C(=O)Nc2nnc(-c3cccs3)o2)cc1 (configuration not stated)	27%	0%	6.0%	24%	-8%	12%	7%	2%	0.5%
CCOC(=O)c1c(-c2ccccc2)csc1NC(=O)c1cc2ccccc2oc1=O	-3%	-3%	1.6%	1.9%	8%	-20%	6%	8%	0.2%

(continued)
SMILES	NS5 inhibitors	Large T inhibition	RSV antiviral HEp-2	HIV peptide binding	PhoP inhibition	GPR35 arrestin U2OS	MgcRacGAP inhibition	GPR55 antagonists	K1F lysis inhibition	others
CSc1ccc(C(=S)N2CCN(C)CC2)cc1	-4%	0%	-1.6%	-1.3%	7%	-4%	22%	10%	0.1%
COc1cccc(-n2nc(C(=O)NCC3CCCO3)c3ccccc3c2=O)c1 (configuration not stated)	-18%	16%	1.8%	-1.3%	7%	-7%	3%	-6%	0.1%
Cc1ccccc1OCCCC(=O)NC1CCCCC1	-14%	7%	1.2%	0.7%	0%	-4%	2%	-1%	-0.3%
O=C(Nc1ccc(Br)cn1)C1CCCN1S(=O)(=O)c1ccccc1 (configuration not stated)	1%	-2%	-1.1%	-0.6%	20%	22%	2%	-2%	4.1%
N#Cc1c(-c2ccccc2)cc(-c2ccccc2)nc1SCC(=O)O	2%	7%	13%	8.6%	-2%	5%	14%	9%	0.0%
Cn1nnnc1SC(C(=O)Nc1ccc(F)cc1)c1ccccc1 (configuration not stated)	-3%	5%	-0.1%	1.3%	4%	0%	6%	5%	2.8%
Cc1ccc(N2CCN(S(=O)(=O)N(C)C)CC2)cc1C	-1%	5%	0.1%	-2.7%	3%	20%	14%	10%	0.9%
COc1ccc(NC(=O)COC(=O)Cc2cccs2)cc1OC	-7%	8%	0.7%	nt	0%	nt	11%	nt	1.2%[50 µM]
CC(NC(=O)c1c(O)c2ccccc2[nH]c1=O)c1ccccc1 (configuration not stated)	-10%	7%	-0.1%	-0.3%	-6%	11%	3%	15%	0.7%
COc1ccc(C2C3=C(CC(C)(C)CC3=O)Oc3ncn4nc(-c5cccnc5)nc4c32)cc1 (configuration not stated)	-13%	5%	0.7%	nt	nt	nt	1%	nt	0.1%
O=C(Nc1ccc(Cl)c(S(=O)(=O)N2CCOCC2)c1)[C@@H]1CCCN1C(=O)c1cccs1	-9%	nt	-1.0%	nt	nt	nt	7%	nt	0.4%[50 µM]
COc1cccc(NC(=O)CN(C)C(=O)c2cccc(S(=O)(=O)Nc3ccccc3OC)c2)c1	-5%	nt	0.6%	nt	nt	nt	1%	nt	0.6%[50 µM]
Cc1oc2c(C)c3oc(=O)c(CCC(=O)NCCN4CCOCC4)c(C)c3cc2c1C	-2%	2%	nt	-1.7%	11%	-18%	8%	-11%	-5.1%
Cc1oc2ccc(O)cc2c1C(=O)c1ccc(Cl)cc1	-5%	12%	22%	-1.7%	-10%	23%	4%	4%	0.3%
O=C(NCCOc1ccccc1)C1CCC(=O)N(CCCN2CCCC2=O)C1 (configuration not stated)	-1%	14%	1.7%	0.9%	-4%	7%	5%	14%	-0.1%
O=C(NCc1cccnc1)c1cc([N+](=O)[O-])ccc1N1CCOCC1	-13%	3%	0.6%	-0.8%	-4%	12%	12%	-13%	0.0%
Cc1nc2c(-c3ccc(F)cc3)c(C)nn2c(N2CCOCC2)c1C	-11%	12%	6.7%	-1.4%	5%	-1%	5%	8%	2.5%
CCc1cc(C(=O)NC(C)C2CCCO2)cs1 (configuration not stated)	4%	-1%	-0.2%	-1.8%	-7%	8%	7%	9%	0.6%
